Source: PubChem
Tat transport: E. coli Tat export inhibitors, primary screen, MC4100, TorA-mCherry reporter, fluorescence, single point; inhibition, % at 10 µM; actives 0.036% (n = 340,000); AID 488895, 2010;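 active = mean replicate inhibition at least 50% and at least half of replicates individually reaching 50%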;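 note: exported cargo escapes ClpAP degradation while cytoplasmic cargo is degraded and loses fluorescence; 0% = median of neutral control wells and 100% = median of NaSCN control wells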
AddAB inh: growth inhibition of E. coli expressing H. pylori AddAB, primary screen, AddAB inhibitor project, absorbance; inhibition, % at 11.9 µM; actives 0.29% (n = 330,000); AID 435030, 2010; in the data active = inhibition above about 12%;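 note: 0% = vehicle wells of infected cells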
phage Ecoli inh: growth loss of phage-infected E. coli, primary screen, RecBCD inhibitor project, absorbance, with phage, HTS; AID 651602, 2012; inhibition, % at 11.9 µM; actives 0.26% (n = 360,000); in the data active = inhibition above about 11%
PKA-R1A activ: activators of PKA-R1A holoenzyme, primary screen, biochemical, fluorescence polarization, Cy5-IP20, bovine R1A, mouse PKAc | actives 0.083% (n = 340,000) | cAMP-dependent protein kinase type I-alpha regulatory subunit (Bos taurus) + … | activation, % at 11.4 µM | PKA-R1A dissociation; scaled: DMSO 0%, 113 µM cGMP 100%;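 active = percent activation above the mean of all tested compounds plus 3 SD, cut at about 19% in these data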;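 note: higher means more PKAc released from R1A so a rise in polarization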
HTR5A inv ctr: HTR5A inverse agonists in luminescence cell assay, primary screen, counter-screen for OPRM1-OPRD1 heterodimer inverse agonist project, full-deck HTS; HTR5A cell line, inverse agonism; 5-hydroxytryptamine receptor 5A (Homo sapiens), P47898; inhibition, % at 9.3 µM; actives 0.083% (n = 340,000); in the data active = inhibition mostly above about 23%, no sharp cut-off; inactive = mostly below about 18%;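 note: 0% = cells with DMSO and 100% = no-cell wells with DMSO; some compounds called inactive have numbers as strong as hits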
Target sequence (P47898 whole entry, looked up): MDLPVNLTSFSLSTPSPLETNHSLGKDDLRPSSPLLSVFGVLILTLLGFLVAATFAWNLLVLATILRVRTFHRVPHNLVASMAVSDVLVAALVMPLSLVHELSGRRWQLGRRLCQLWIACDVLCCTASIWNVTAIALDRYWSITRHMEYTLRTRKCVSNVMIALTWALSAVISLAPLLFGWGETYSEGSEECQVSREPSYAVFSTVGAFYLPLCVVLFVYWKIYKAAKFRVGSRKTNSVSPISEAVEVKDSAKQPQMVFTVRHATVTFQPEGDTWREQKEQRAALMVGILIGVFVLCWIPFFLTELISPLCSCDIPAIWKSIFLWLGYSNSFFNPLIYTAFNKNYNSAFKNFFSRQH
MOR-DOR inv ag: inverse agonists of MOR-DOR heterodimerization, primary screen, cell-based, luminescence | cell-based MOR-DOR heterodimer luminescence, inverse agonism | inhibition, % at 9.3 µM | actives 0.21% (n = 340,000) | AID 504357, 2011; in the data active = inhibition above about 22%, passing the limit was not always enough;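 note: 0% = cells with DMSO and 100% = wells without cells with DMSO; values of inactives mirror those of a sister screen read the other way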
Mot1-301 SUMO: yeast Mot1-301 growth rescue at high temperature, primary screen, SUMOylation pathway inhibitor project, S. cerevisiae, ATP luminescence, 38.5C; S. cerevisiae Mot1-301 growth rescue; percent above DMSO median, 100 means doubled; growth rescue, % at 18.8 µM; actives 1% (n = 320,000); AID 2716, 2010;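 active = every valid replicate shows activation above 250% relative to neutral control wells; inactive = the rest, any valid replicate at or below 250%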;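 note: OY570 slx delta 5 strain wells were the positive control but not used for scaling; some compounds called inactive have numbers as strong as hits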
PfHsp90 yeast 2: growth inhibition of PfHsp90-expressing yeast, primary screen, antimalarial PfHsp90 inhibitor project, S. cerevisiae, BacTiter-Glo luminescence, single point, set 2; inhibition, % at 9.4 µM; actives 0.32% (n = 310,000); BacTiter-Glo ATP, 48 h; yeast lacking PDR1 and PDR3 efflux regulators;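 active = every replicate shows inhibition above about 80%, whatever the replicate mean, limit read from the data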;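 note: 0% = DMSO neutral controls and 100% = 20 µM radicicol positive controls; yeast relying on Plasmodium falciparum Hsp90 in place of its own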
PKA-R2B activ: activators of PKA-R2B holoenzyme, primary screen, biochemical, fluorescence polarization, Cy5-IP20, human; cAMP-dependent protein kinase catalytic subunit beta (Homo sapiens) + cAMP-dependent …; PKA-R2B holoenzyme dissociation; R2B truncated from residue 108, S112A mutant; 0% DMSO only, 100% 113 µM cGMP; activation, % at 11.4 µM; actives 0.079% (n = 340,000); AID 504700, 2011;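 active = activation above a cutoff set at the mean over all compounds plus 3 SD, cut at about 18% in these data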;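 note: higher means more holoenzyme dissociation and a rise in polarization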
Target sequence (P31323 whole entry, looked up, other chains not shown, the tested form may be a part): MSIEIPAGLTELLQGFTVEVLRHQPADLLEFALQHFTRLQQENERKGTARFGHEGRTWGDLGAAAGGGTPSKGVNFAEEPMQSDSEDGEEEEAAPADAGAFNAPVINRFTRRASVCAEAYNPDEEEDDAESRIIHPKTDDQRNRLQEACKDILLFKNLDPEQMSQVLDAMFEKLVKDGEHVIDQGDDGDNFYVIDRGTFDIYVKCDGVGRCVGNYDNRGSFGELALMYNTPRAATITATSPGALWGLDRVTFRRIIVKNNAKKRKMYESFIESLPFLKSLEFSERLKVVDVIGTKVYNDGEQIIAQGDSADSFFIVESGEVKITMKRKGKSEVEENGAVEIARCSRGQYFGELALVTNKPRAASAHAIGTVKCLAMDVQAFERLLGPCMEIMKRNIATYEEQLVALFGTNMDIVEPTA
MOR-DOR ag: agonists of OPRM1-OPRD1 heterodimerization, primary screen, cell-based, luminescence; Mu-type opioid receptor (Homo sapiens) + Delta-type opioid receptor (Homo sapiens), …; cells; activation, % at 9.3 µM; actives 0.3% (n = 340,000); AID 504326, 2011; in the data active = activation above about 18%;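 note: 0% = vehicle-treated cells and 100% = reference agonist; values of inactives mirror those of a sister screen read the other way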
Ecoli viability: E. coli V3065 growth inhibition, primary screen, counter-screen for AddAB inhibitor project, absorbance, OD600 | 18 h | inhibition, % at 11.9 µM | actives 0.27% (n = 330,000) | AID 449728, 2010;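 active = inhibition above the campaign's mean inhibition across all tested compounds plus 3 SD, cut at about 9.9% in these data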;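 note: uninfected addAB+ strain grown without phage in ampicillin broth; 0% = DMSO wells and 100% = ciprofloxacin 0.95 µg/ml wells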
The depositor's hits bear a star; · = no result given.

Sequence of screens – MOR-DOR inv ag	PKA-R1A activ	Ecoli viability	Tat transport	HTR5A inv ctr	AddAB inh	phage Ecoli inh	PfHsp90 yeast 2	MOR-DOR ag	Mot1-301 SUMO	PKA-R2B activ
1) O=C(O)C1(c2ccccc2)CCN(S(=O)(=O)c2ccccc2)CC1
 : -1	0	1.1	-2	2	2.0	-1.4	-18	0.1	-9	7
2) O=C(C1CCCO1)N1CCN(C(=S)Nc2ccccc2)CC1 (centres undefined)
 : -4	-2	-4.0	15	-4	1.6	0.5	21	0.7	2	8
3) CCOc1ccc(NC(=O)CN(C)C(=O)c2ccc(N3CCCCCC3)c([N+](=O)[O-])c2)cc1OCC
 : 7	3	1.1	4	7	-1.2	4.8	-16	-1.5	6	0
4) CCOc1ccc(-c2cn(S(=O)(=O)c3cccc4nsnc34)nc2N)cc1
 : -4	-12	-0.5	-4	-19	1.4	1.9	38	0.8	8	-3
5) O=c1[nH]ncc2c3ccccc3n(Cc3ccc(F)cc3)c12
 : -8	-14	-1.8	-1	6	0.0	-0.4	9	1.4	-9	-6
6) CC(C)Oc1ccccc1C1(c2ccccc2)NC(=O)NC1=O (centres undefined)
 : 1	-10	-1.1	-6	6	-2.0	-0.6	13	-0.1	2	6
7) CCOC(=O)CCN1C(=O)c2ccccc2Sc2ncccc21
 : 11	1	-0.9	5	2	-0.6	2.6	-11	-2.4	-1	-6
8) Cc1cccc(C)c1NC(=O)C1CCCN1C(=O)Nc1cccc(F)c1 (centres undefined)
 : 13	2	-0.8	-8	-12	-0.2	-0.9	-4	-2.5	-16	-3
9) COC(=O)c1cc(OC)c(OC)cc1NC(=S)N1CCN(c2ccccn2)CC1
 : -9	6	0.8	-3	-14	1.3	0.3	-11	2.0	11	-5
10) O=C(N/N=C/c1cccnc1)C(=O)N1CCCCCC1
 : -1	1	-4.8	-7	-8	0.4	-0.1	24	0.2	61	9
11) C/C(N)=C(/C#N)C(=O)CSc1nc2cc(Cl)ccc2c(=O)n1-c1ccc(C)cc1
 : 7	11	0.3	9	16	-0.8	1.8	-24	-1.1	10	8
12) CCCS(=O)(=O)c1c(S(=O)(=O)CCC)c2cc(-c3ccncc3)ccn2c1C(=O)OC
 : 9	-14	0.6	3	-10	-1.9	2.5	2	-1.9	3	-13
13) CCSc1ccccc1C(=O)NCc1ccc(OC)cc1
 : -5	-3	1.7	0	-1	2.0	0.4	-7	1.0	-15	-13
14) O=C(Nc1cccc(Cl)c1)c1ccc2c(c1)OCCO2
 : -6	13	0.1	4	10	1.7	1.7	27	1.0	-10	-12
15) CCN(CC)C(CNC(=O)CSc1nnnn1-c1cccc(F)c1)c1ccco1 (centres undefined)
 : 10	-8	-1.4	-4	-27	0.1	0.8	-1	-2.4	8	2

Sequence of screens – MOR-DOR inv ag	PKA-R1A activ	Ecoli viability	Tat transport	HTR5A inv ctr	AddAB inh	phage Ecoli inh	PfHsp90 yeast 2	MOR-DOR ag	Mot1-301 SUMO	PKA-R2B activ
16) CN(CC(=O)Nc1ccc(Cl)cc1)C1CCCCC1
 : -8	-1	-0.6	2	2	1.3	-0.2	-9	1.7	4	-2
17) Cc1cc(C(=O)COc2cc(F)ccc2[N+](=O)[O-])c(C)n1CC1CCCO1 (centres undefined)
 : 21	0	1.2	-5	-41	0.0	0.1	9	-5.4	11	11
18) C=CCOc1ccc(CNn2c(C)n[nH]c2=S)cc1OC
 : -1	4	-0.5	-5	9	1.0	-0.4	-7	0.2	-14	-1
19) O=C(NCC(=O)N1CCCCCCC1)c1ccccc1Br
 : 12	0	-0.6	5	-12	1.0	0.8	-11	-2.1	70	-3
20) CCOC(=O)[C@@H]1[C@H]2COc3ccc(Br)cc3[C@@H]2N2C(=O)N(c3cccc(F)c3)C(=O)[C@]12C
 : 11	4	-2.3	-6	-12	-0.8	1.1	3	-1.9	10	0
21) CCc1nn(CC(=O)NCc2cccnc2)c(=O)c2cc3occc3n12
 : 15	-4	1.3	1	7	2.4	3.0	-12	-2.8	-2	-4
22) CC(C)CCNC(=O)CN(C(=O)CCC(=O)Nc1ccccn1)c1ccc(F)c(Cl)c1
 : 6	6	1.4	-7	-1	-1.0	2.1	-12	-1.2	11	-2
23) CC12CCC(C(=O)NC3CCCCC3)([C@H](Br)C1=O)C2(C)C (some centres undefined)
 : 3	-7	-3.0	-3	3	3.3	2.5	-12	-0.5	16	-3
24) CC1(C)NC(=O)N(CC(O)Cn2c3ccccc3c3ccccc32)C1=O (centres undefined)
 : 12	-8	-1.0	-3	-15	-0.4	4.0	0	-2.2	-6	1
25) Cc1ccc(-c2nnc3ccc(SCC(=O)Nc4cc(C)on4)nn23)cc1
 : 7	6	-3.9	-5	1	-0.7	2.2	5	-1.2	·	2
26) Cn1c(SCC(=O)c2c(N)n(C)c(=O)n(C)c2=O)nnc1-c1ccccc1F
 : 18	5	-1.4	1	-9	3.2	3.4	5	-3.6	10	-1
27) CC1CCC(C(O)(C(=O)O)C2CCCCC2)CC1C (centres undefined)
 : 6	-5	·	-6	12	·	1.1	-40	-1.4	·	-1
28) CCOc1ccc(CN2C(=O)c3ccccc3C2C(=O)NCC2CCCO2)cc1 (centres undefined)
 : 16	-10	2.9	-8	-6	1.2	-1.3	2	-2.9	8	-12
29) O=C(NCCCO)C(=O)NCC(c1ccc2c(c1)OCO2)N1CCN(c2ccc(F)cc2)CC1 (centres undefined)
 : 15	-6	2.8	2	8	1.1	2.2	13	-2.9	-20	-4
30) COc1ccccc1OCC(=O)Nc1ccc(S(=O)(=O)Nc2cc(C)nc(C)n2)cc1
 : 10	-12	-0.4	3	4	1.2	0.9	-14	-2.5	-3	-10

Sequence of screens – MOR-DOR inv ag	PKA-R1A activ	Ecoli viability	Tat transport	HTR5A inv ctr	AddAB inh	phage Ecoli inh	PfHsp90 yeast 2	MOR-DOR ag	Mot1-301 SUMO	PKA-R2B activ
31) CS(=O)(=O)N1CCc2cc(C(=O)Nc3ccccc3Br)ccc21
 : 1	-3	·	8	4	·	0.6	-15	-0.2	-23	-15
32) COc1ccc(/C=N/NC(=O)c2[nH]c(C)c(C(=O)N/N=C/c3ccc(OC)cc3)c2C)cc1
 : 9	-7	1.0	-3	-2	1.2	0.9	8	-1.6	·	5
33) N#Cc1c(SCC(=O)N2CCCCC2)nsc1SCC(=O)N1CCCCC1
 : 8	-2	2.7	12	-4	-1.0	2.7	-9	-1.4	248	-2
34) Oc1ccccc1CN1CCCC(N2CCN(c3cccc(C(F)(F)F)c3)CC2)C1 (centres undefined)
 : -33	-5	-1.5	-2	-2	-1.8	0.5	-9	6.0	18	-2
35) COc1ccc(OC)c(S(=O)(=O)N(C)CC(=O)N2CCc3ccccc3C2)c1
 : 14	-6	-0.8	2	2	0.7	2.4	0	-2.9	12	-11
36) O=C(N/N=C/c1ccc2c(c1)OCO2)C(=O)Nc1ccccc1
 : 6	2	-0.9	2	18	-1.1	2.9	-11	-1.1	·	-16
37) N#CCCn1c2ccccc2c2nc3ccccc3nc21
 : 12	-9	1.4	-4	3	3.7	-0.9	-21	-2.0	-7	9
38) Cc1ccc(CNC(=O)CSc2nc(C)cc(C)c2C#N)cc1
 : -14	2	-3.8	4	-5	2.6	1.6	21	2.5	·	-7
39) O=C(c1cc(Cl)ccc1F)N1CCCC(Nc2ccc3c(c2)OCCO3)C1 (centres undefined)
 : 14	-12	1.0	-3	-1	-0.3	-1.4	21	-2.6	-19	-2
40) CCOc1cccc(C2/C(=C(/O)c3ccc4c(c3)CC(C)O4)C(=O)C(=O)N2Cc2ccncc2)c1 (centres undefined)
 : 20	-8	1.3	0	-1	1.1	2.0	12	-4.0	-8	-11
41) COC(=O)c1ccc(C(=O)OC)c(NC(=O)CSc2nnc(-c3ccccc3Cl)o2)c1
 : 5	-5	2.3	-3	14	2.3	2.7	-6	-0.8	-7	0
42) O=C(O)CNC(=O)/C(=C/c1cccc([N+](=O)[O-])c1)NC(=O)c1ccco1
 : 12	0	1.0	0	8	3.1	3.3	2	-2.2	-8	-1
43) CCc1ccc(S(=O)(=O)Nc2cccc(-c3ccc4nnc(C)n4n3)c2)s1
 : -9	-12	-0.5	0	-9	-0.3	3.2	·	1.3	114	-13
44) C/C(=N\NC(=O)c1nnn(-c2nonc2N)c1CSc1ccccc1)c1ccco1
 : -82	3	-0.3	15	-4	1.3	0.7	-23	16	-10	1
45) O=C(OCCCN1CCCC1)C1(c2ccccc2)CCCC1
 : 15	2	-1.8	-5	14	1.7	4.2	13	-2.9	1	8

Sequence of screens – MOR-DOR inv ag	PKA-R1A activ	Ecoli viability	Tat transport	HTR5A inv ctr	AddAB inh	phage Ecoli inh	PfHsp90 yeast 2	MOR-DOR ag	Mot1-301 SUMO	PKA-R2B activ
46) CCc1ccccc1N(CC(=O)N1CCCCCC1)S(C)(=O)=O
 : 9	-13	-1.3	-9	2	1.8	2.1	7	-1.8	-8	-14
47) COc1cc(C)c(C(C)C)cc1S(=O)(=O)NCCCn1ccnc1
 : 11	-4	1.9	2	-2	1.2	1.1	-6	-1.8	204	1
48) O=C(COC(=O)c1cc(Br)ccc1Cl)NC1CC1
 : 7	6	·	15	7	·	2.5	-16	-1.5	·	-8
49) COCC(C)NC(=O)c1ccccc1OC(C)=O (centres undefined)
 : 14	-1	1.1	-5	-1	0.8	2.9	-7	-2.2	5	-7
50) CC1CCCN(S(=O)(=O)c2cc(Cl)ccc2Cl)C1 (centres undefined)
 : -19	-1	0.2	-2	5	0.9	5.5	·	3.5	9	-1

Reprinted at random: five records from the list.
Sequence of screens – MOR-DOR inv ag	PKA-R1A activ	Ecoli viability	Tat transport	HTR5A inv ctr	AddAB inh	phage Ecoli inh	PfHsp90 yeast 2	MOR-DOR ag	Mot1-301 SUMO	PKA-R2B activ
49) COCC(C)NC(=O)c1ccccc1OC(C)=O (centres undefined)
 : 14	-1	1.1	-5	-1	0.8	2.9	-7	-2.2	5	-7
46) CCc1ccccc1N(CC(=O)N1CCCCCC1)S(C)(=O)=O
 : 9	-13	-1.3	-9	2	1.8	2.1	7	-1.8	-8	-14
48) O=C(COC(=O)c1cc(Br)ccc1Cl)NC1CC1
 : 7	6	·	15	7	·	2.5	-16	-1.5	·	-8
50) CC1CCCN(S(=O)(=O)c2cc(Cl)ccc2Cl)C1 (centres undefined)
 : -19	-1	0.2	-2	5	0.9	5.5	·	3.5	9	-1
47) COc1cc(C)c(C(C)C)cc1S(=O)(=O)NCCCn1ccnc1
 : 11	-4	1.9	2	-2	1.2	1.1	-6	-1.8	204	1
